Source: PubChem (several laboratories)
MCL1-BIM inh: MCL1-BIM-BH3 interaction inhibition (human). Q07820. GST-MCL1 / FITC-Bim-BH3 fluorescence polarization. inhibition, % at 10.9 µM. 320,000 compounds, 0.68% hits;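 active means inhibition above the mean inhibition of all tested compounds plus 3 SD, set per campaign, cut at about 40% in these data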;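 further: 0% = DMSO wells and 100% = unlabeled Bim-BH3 peptide control; higher means more loss of mP so more displacement of Bim peptide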
Fam108B counter: Fam108B inhibition, counter-screen for RBBP9 inhibitors. recombinant Fam108B, FP-Rh probe fluorescence polarization. inhibition, % at 9.51 µM. 300,000 compounds, 0.33% hits;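 active means inhibition above the screen mean inhibition plus 3 SD, computed separately per campaign, cut at about 18% in these data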;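 further: inhibitors lower polarization as less probe binds the enzyme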
ZTA counter: ZTA (EBV) inhibition in EBNA-1 counter-screen. ZTA-DNA binding, fluorescence polarization. inhibition, % at 11 µM. P03206. 320,000 compounds, 0.15% hits. AID 2234; in the data active means inhibition above about 33%
Target sequence (P03206 whole entry, looked up): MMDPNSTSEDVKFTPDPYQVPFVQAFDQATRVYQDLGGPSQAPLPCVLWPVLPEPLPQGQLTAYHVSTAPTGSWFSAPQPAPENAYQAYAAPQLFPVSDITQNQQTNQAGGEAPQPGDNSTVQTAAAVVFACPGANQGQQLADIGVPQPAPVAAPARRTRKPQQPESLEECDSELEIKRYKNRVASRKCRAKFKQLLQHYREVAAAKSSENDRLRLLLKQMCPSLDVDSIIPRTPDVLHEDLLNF
CR mimetic SO: lowers age-related superoxide in aged yeast cells; S. cerevisiae aged cells, superoxide DHE fluorescence; stronger effect = lower value; superoxide response (% of plate mean), % at 10 µM; 330,000 compounds, 0.18% hits; AID 2690;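 active means superoxide response under a set limit, about three screen SD below normal, cut at about 65% in these data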;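 further: yeast aged for seven days with compound at 30 °C before DHE staining; 100% = average MFI of all compound-treated wells on the plate with controls excluded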
MEX-5 binding: C. elegans MEX-5 TCR-2 RNA binding activity. 300,000 compounds, 0.38% hits. activity score (negative = inhibition of binding), % at 10 µM. MEX-5/FITC-TCR2 RNA binding, fluorescence polarization; stronger effect = lower value. Q9XUB2;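 active means inhibition past about -25% in most replicates, and total fluorescence under double the plate's negative control median, limit read from the data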;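 further: 0% = DMSO and -100% = 5 µM competing unlabeled TCR2 RNA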
Target sequence (Q9XUB2 whole entry, looked up): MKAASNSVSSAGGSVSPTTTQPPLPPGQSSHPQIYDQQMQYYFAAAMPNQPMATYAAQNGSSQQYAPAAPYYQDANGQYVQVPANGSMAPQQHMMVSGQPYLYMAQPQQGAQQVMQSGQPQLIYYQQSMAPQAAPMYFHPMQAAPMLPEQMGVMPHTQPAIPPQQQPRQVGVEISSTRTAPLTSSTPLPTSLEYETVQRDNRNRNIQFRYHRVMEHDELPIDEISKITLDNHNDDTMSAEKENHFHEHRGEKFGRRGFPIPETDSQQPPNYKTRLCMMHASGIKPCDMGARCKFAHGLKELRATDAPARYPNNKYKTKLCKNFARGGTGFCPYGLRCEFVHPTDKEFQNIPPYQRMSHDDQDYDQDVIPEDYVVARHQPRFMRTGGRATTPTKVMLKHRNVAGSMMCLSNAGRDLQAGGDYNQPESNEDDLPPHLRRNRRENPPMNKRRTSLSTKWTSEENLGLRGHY
GLD-1 RNA inh: GLD-1-TGE RNA interaction inhibition (C. elegans); Q17339; purified GLD-1 + fluorescein TGE RNA, fluorescence polarization; inhibition, % at 5.96 µM; 320,000 compounds, 0.44% hits; AID 2280;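 active means percent inhibition above a per-plate cutoff, the plate mean of test compounds plus 3 SD, cut at about 30% in these data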;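 further: 0% = DMSO wells with GLD-1 and probe and 100% = wells lacking GLD-1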
EBNA-1 inhibitor: blocks EBNA-1 binding to DNA. EBNA-1 DNA binding, fluorescence polarization. inhibition, % at 14.8 µM. 300,000 compounds, 0.34% hits. AID 1950; in the data active means inhibition above about 28%
Efflux pump inh: antifungal efflux pump inhibition, Nile Red retention. S. cerevisiae Candida pump triplex. inhibition, % at 10 µM. 330,000 compounds, 0.44% hits;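 active means plate passing quality check with inhibition over a set limit, or well fluorescence over plate mean plus 4 SD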;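 further: Nile Red retained in pooled yeast measured as flow cytometry median fluorescence; 0% = buffer negative control and 100% = Enniatin B positive control; higher means more Nile Red kept so more efflux inhibition; some compounds called inactive have numbers as strong as hits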
Bcl-xL primary: inhibitors of human Bcl-xL; Q07817; GST-Bcl-xL / FITC-Bim BH3 peptide fluorescence polarization; AID 2129; 320,000 compounds, 0.7% hits; inhibition, % at 10.9 µM;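 active means inhibition above the mean of all tested compounds plus 3 SD, cutoff set per campaign, cut at about 30% in these data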;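 further: 0% = DMSO wells and 100% = unlabeled Bim-BH3 peptide competitor; inhibitors lower millipolarization by displacing the labeled peptide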
Active calls of the source: *; . = no result given.

canonical_smiles	EBNA-1 inhibitor	ZTA counter	GLD-1 RNA inh	Efflux pump inh	Bcl-xL primary	MCL1-BIM inh	CR mimetic SO	MEX-5 binding	Fam108B counter
O=C(NCc1ccccc1)NC1(C(=O)N2CCCC2)CCCCC1	12	-28	9	-0.1	4	2	106	.	2
CCC1S/C(=C(\C#N)C(=O)NCc2ccco2)N(c2ccc(F)cc2)C1=O (stereo not drawn)	7	12	2	-0.1	-3	-8	102	-2.3	-3
CCOC(=O)c1cc2sc(C)cc2n1CC(=O)Nc1cccc(C)c1C	4	-7	4	0.0	5	-6	85	-2.3	-2
CCN1CCCC1CNCc1ccc(Cl)cc1Cl (stereo not drawn)	-3	5	-4	0.2	-3	-2	98	-0.3	-1
O=C(CN1CCN(Cc2ccc(Cl)cc2)C1=O)NCCN1CCCC1	-4	-6	4	-0.1	0	1	100	3.1	-3
O=C(Cc1cccc(NC(=O)C2CCN(C(=O)c3ccccc3)CC2)c1)Nc1cccc(C(=O)N2CCCC2)c1	.	11	-7	0.7	3	-1	110	.	.
CCC1COC(c2cccn2Cc2ccccc2Cl)=N1 (stereo not drawn)	4	-9	4	-0.2	7	7	100	0.8	0
O=C(Nc1nc2cc3c(cc2s1)OCO3)c1ccc(N2C(=O)CCC2=O)cc1	-11	1	-8	0.2	-5	-12	106	-0.6	0
Cc1cnc(NC(=O)CCNC(=O)c2ccccc2Cl)s1	0	-1	0	-0.1	6	3	104	0.2	-2
COc1ccc2c(c1OC)C(=O)OC2CC(=O)c1ccc2c(c1)OCO2 (stereo not drawn)	10	5	1	0.1	-4	-5	95	-1.2	2
N#Cc1cccc2c1-c1ccccc1/C2=N/NC(N)=O	2	-3	8	0.1	0	-1	105	1.4	-3
CN(C)c1ccc(CN(C(=O)c2ccco2)C2CCS(=O)(=O)C2)cc1 (stereo not drawn)	12	10	6	-0.1	4	-1	100	0.5	-2
Cc1ccc(NC(=O)CN2CCCC2)c2c1CC(C)(C)O2	7	9	8	-0.1	3	-1	96	-1.6	2
COc1cc(C(=O)NNC(=S)NC(=O)c2ccc(F)cc2)cc(OC)c1OC	11	1	-4	-0.2	4	12	115	0.8	1
Cc1nc2cc(NC(=O)NCc3ccccc3)ccc2o1	-12	-14	-12	-0.1	-3	-6	103	3.5	-3
CCOC(=O)C[N+](CC)(CC)CC#Cc1ccccc1	-7	-1	5	0.1	2	1	74	-3.2	3
O=C(c1nc2nc(-c3cccs3)cc(C(F)(F)F)n2n1)N1CCN(Cc2ccccc2)CC1	-6	-5	-4	-0.1	11	1	90	-2.6	-3
CC(=O)c1cc(C(=O)N2CCc3c([nH]c4ccccc34)C2C2CCCCC2)[nH]n1 (stereo not drawn)	-13	3	2	-0.2	-5	-8	84	2.6	0
CCCN(C(=O)Cn1nc(C)c([N+](=O)[O-])c1C)c1c(N)n(Cc2ccccc2)c(=O)[nH]c1=O	4	3	-1	0.0	-11	-16	102	0.3	1
COc1ccc(C2N(C(=O)N(C)C)CCN2S(=O)(=O)c2ccc(OC)cc2)cc1 (stereo not drawn)	11	-11	8	0.1	2	4	101	-2.2	3
O=C(CCC(=O)N(CC(=O)NC1CCCCC1)CC1CCCO1)Nc1nccs1 (stereo not drawn)	-11	-2	-8	0.0	-2	-3	109	-0.9	-2
CCN(CC(=O)Nc1ccc2c(c1)OCCO2)C(=O)/C=C/c1cccc(Br)c1	-5	-7	-3	0.1	3	2	103	2.6	-8
COc1ccc(OC)c(/C=N/N=C(\N)c2nonc2N)c1	13	-2	1	0.3	-5	-2	95	1.0	-3
Cc1nnc(N2C(=O)C(=O)/C(=C(/O)c3ccc4c(c3)OCCO4)C2c2ccc([N+](=O)[O-])cc2)s1 (stereo not drawn)	-6	-8	0	0.0	10	3	89	-0.6	0
O=C(NC(=S)Nc1ccc2c(c1)OCCO2)c1ccccc1F	-7	-9	-2	0.1	6	3	115	-0.9	2
Cc1ccc(-c2ccc(C3C(C#N)=C(N)Oc4n[nH]c(C)c43)o2)cc1 (stereo not drawn)	4	4	-40	-0.2	6	-4	103	-0.6	1
C=CCOc1ccc(/C=C2\SC(=Nc3cccnc3)NC2=O)cc1	-5	16	0	0.1	64*	64*	94	-5.0	-15
O=C(O)c1ccc2c(=O)n3cc(C(=O)c4ccccc4O)cc(Cl)c3nc2c1	-7	2	0	0.5	13	11	136	-6.9	1
Cc1ccc(C(=O)Oc2coc(CSc3nnc(NC(=O)c4cccs4)s3)cc2=O)cc1C	11	-17	3	-0.2	5	-1	101	-1.5	-6
CC(C)COc1cc(=O)[nH]c(SCC(C)C)n1	3	-7	0	0.1	6	3	148	-1.7	3
O=C(Nc1ccc2nn(-c3ccccc3)nc2c1)c1ccc2c(c1)OCO2	-7	-15	0	0.2	-11	-20	99	-0.2	-20
CSCCC(N=C1NS(=O)(=O)c2ccccc21)C(=O)NCc1ccccc1F (stereo not drawn)	5	5	-14	0.7	9	11	99	1.0	-5
CC(=O)c1c(C)[nH]c(C(=O)OCC(=O)NCCCc2ccccc2)c1C	.	12	14	0.0	-1	2	111	.	.
N#Cc1nc(Cc2ccccc2)oc1N1CCC(C(N)=O)CC1	-8	-3	2	0.0	3	-2	94	0.2	1
CC1(C)CC2CC(C)(CN2C(=O)COC(=O)Cn2[nH]c(=O)c3ccccc3c2=O)C1 (stereo not drawn)	-6	-12	-7	0.0	5	-10	116	1.2	2
COc1ccccc1C(=O)NC(CCSC)C(=O)NCCCn1nc(C)cc1C (stereo not drawn)	2	15	3	0.0	6	-2	91	2.7	1
CC1=CS(=O)(=O)CC1SC(=S)N(C)C1CCS(=O)(=O)C1 (stereo not drawn)	-3	8	5	-0.1	-1	6	88	-1.7	-2
COc1ccc2[nH]c(=O)c(-c3noc(-c4ccccc4)n3)cc2c1	-2	-27	4	0.0	3	7	108	0.0	-1
Cc1cc(NC(=O)/C=C/c2ccccc2Cl)n(-c2nc3ccccc3[nH]2)n1	6	-6	34*	0.1	0	1	87	0.8	-24
CC1CCCC(NC(=O)CCNC(=O)c2ccccc2Cl)C1C (stereo not drawn)	3	7	7	0.0	-10	-14	82	0.6	2
Cc1ccc(C(=O)CSc2nnc(COc3cccc(C)c3)o2)cc1	8	-16	2	0.0	-2	-3	97	2.0	-5
Cc1cc(C(=O)OCC(=O)NC2CCC(C)CC2)c(C)o1 (stereo not drawn)	.	-2	1	0.3	-8	-4	97	.	.
COc1cc2nc(Nc3cccc(F)c3)nc(N)c2cc1OC	15	7	-1	-0.1	1	-7	92	0.4	5
CNc1nc(-c2ccc3c(c2)CCN3S(=O)(=O)c2ccccc2)c(C)s1	8	8	4	0.1	-8	-12	100	1.4	-2
CCNc1cc(=O)n(C)c(=O)n1C	4	15	9	0.0	5	6	106	0.3	-4
O=C(c1cc(Cl)cc(Cl)c1)N1CCC(=O)N(C(COCc2ccccc2)Cc2ccccc2)CC1 (stereo not drawn)	-11	-21	-3	0.1	1	1	84	-0.9	4
O=C(Nc1nncs1)c1cccnc1Cl	-3	2	4	-0.4	3	-7	94	-5.0	-5
COC(=O)c1ccccc1NC(=O)COC(=O)c1ccc(C)c(NC(=O)c2ccco2)c1	-7	-9	5	-0.1	0	-2	84	1.8	2
CC(=O)C1=NN(c2ccccc2)C(c2cccs2)N1c1ccccc1 (stereo not drawn)	-4	-24	-1	0.1	-5	-14	99	0.0	1
CCOc1ccccc1NC(=O)Cn1cnc2c(nnn2-c2cccc(OC)c2)c1=O	9	10	-4	-0.1	3	-2	103	-0.4	-7
Cc1cc(-c2ccccc2)n(-c2cc(N/N=C/c3ccccc3O)ncn2)n1	-3	18	8	0.1	9	3	105	.	0
CC(C)N(CCCNC(=O)C1CCN(S(=O)(=O)N2CCOCC2)CC1)Cc1ccccc1	-5	-8	-2	0.1	1	-2	111	-0.2	-2
CCOC(=O)N1C2=NC(C(=O)OC)=C(C(=O)OC)[C@@H]3N(C)c4ccccc4[C@]23C[C@H]1C(=O)OC	-5	-15	4	-0.2	0	3	109	-0.6	-7
CCO[C@@H]1OC(C(=O)N2CCCCCCC2)=C[C@H](c2ccc3c(c2)OCO3)[C@H]1CCCO	8	4	4	0.0	3	0	99	-1.2	3
Nc1nc(COc2ccc(F)cc2Cl)nc(N2CCCCC2)n1	-6	-13	3	-0.1	-3	-1	98	-1.4	3
CSC1=NSC2=NC(=O)/C(=C\c3coc4ccccc4c3=O)C(=N)N12	9	5	-91	0.0	-17	-39	129	.	31*

Remaining list, next part:
canonical_smiles	EBNA-1 inhibitor	ZTA counter	GLD-1 RNA inh	Efflux pump inh	Bcl-xL primary	MCL1-BIM inh	CR mimetic SO	MEX-5 binding	Fam108B counter
CCOC(=O)c1cc(-c2cccc(C(F)(F)F)c2)nc2nc(SC)[nH]c(=O)c12	-9	-12	3	-5.8	9	1	113	-0.1	-5
CC(=O)N1CCc2cc(S(=O)(=O)NCCC(=O)Nc3cccc(C)c3)ccc21	11	-4	1	0.0	-3	-4	104	0.7	3
Cc1cccn2c(=O)c3cc(C(=O)NCCN4CCOCC4)c(=N)n(CCc4ccccc4)c3nc12	6	10	5	-0.2	7	0	99	-0.9	-4
O=C(CSc1nnc(-c2ccccn2)o1)Nc1ccccc1	7	-15	0	0.0	0	8	94	-3.6	-3
COc1ccccc1NC(=O)CN(Cc1ccccc1)S(C)(=O)=O	1	1	4	-0.1	1	3	87	4.6	5
CN(CC(=O)Nc1c(Cl)cccc1Cl)C(=O)c1cccc(S(=O)(=O)NCc2ccccc2)c1	-3	-9	4	-0.1	4	-1	92	0.1	0
COC(=O)c1nc2cc(C)ccn2c1F	1	31	2	-0.1	4	1	95	0.5	-1
